RORgamma inh: qHTS for inhibitors of ROR gamma transcriptional activity; Nuclear receptor ROR-gamma (Mus musculus), P51450; Drosophila S2 Gal4-RORgamma UAS-luciferase reporter, 20 h; Potency, µM (top dose mostly 53.6 µM), for the others: at the highest dose activity change, negative = inhibition, most hits filed as inhibitors; hit rate 5.4% among 310,000; AID 2551, 2010; further: potency means the concentration at half of the fitted maximal effect; on the % scale 0 is the no-effect control and ±100 the full control effect; nearly all actives have a fitted effect of over 60% in size
Target sequence (P51450 whole entry, looked up, the tested form may be a part): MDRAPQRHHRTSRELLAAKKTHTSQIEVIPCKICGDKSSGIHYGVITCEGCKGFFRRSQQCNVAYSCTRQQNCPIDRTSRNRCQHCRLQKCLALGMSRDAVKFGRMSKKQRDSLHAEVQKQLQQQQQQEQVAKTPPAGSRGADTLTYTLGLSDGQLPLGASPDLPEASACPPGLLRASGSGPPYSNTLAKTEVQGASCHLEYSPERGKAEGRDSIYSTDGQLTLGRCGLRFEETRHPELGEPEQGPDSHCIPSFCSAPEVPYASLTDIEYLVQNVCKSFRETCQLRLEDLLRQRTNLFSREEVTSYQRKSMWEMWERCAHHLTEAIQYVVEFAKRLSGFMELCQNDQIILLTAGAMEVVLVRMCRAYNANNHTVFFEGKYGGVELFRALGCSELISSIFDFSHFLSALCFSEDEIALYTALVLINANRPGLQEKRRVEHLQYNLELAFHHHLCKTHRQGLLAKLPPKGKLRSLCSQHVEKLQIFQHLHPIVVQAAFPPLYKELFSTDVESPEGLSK
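ROR gamma transcriptional activity was tracked as Gal4-UAS luciferase output in stably transfected Drosophila Schneider cells, with compound added 1 hr before 700 uM copper sulfate induction and a 20 hr ambient-temperature incubation.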
NPC1 promoter act: qHTS Assay for NPC1 Promoter Activators; hit rate 2.4% among 320,000; Huh7 NPC1 promoter luciferase reporter, 24 h; Potency, µM (titrated, usually from 9.22 µM), for the others: at the top dose activation, usual class: activators; AID 485313, 2010;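 further: potency means the concentration at half of the fitted maximal effect; % of control where 0% means no effect; nearly all actives have a fitted effect of over 60% in size; reporter is driven by a mutant NPC1 promoter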
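Luminescence read-out of NPC1 promoter-driven luciferase in stably transfected Huh7 cells; compounds delivered in DMSO and left 24 h at 37C, 5% CO2, qHTS titration format.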
Giardia killer: Small Molecules that selectively kill Giardia lamblia: qHTS. hit rate 0.15% among 340,000. Giardia lamblia trophozoite viability. activity change, % at 7.66 µM, hits read low; in the data active means activity change below about -80%; inconclusive means between about -30% and that limit;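 further: parasites exposed to compound for two days anaerobically before the ATP read; on the % scale 0 is the no-effect control and ±100 the full control effect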
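Each well holds 100 Giardia trophozoites and compound. After two days (48 hrs) at 37 deg C in anaerobic conditions, ATP is quantified by luminescence.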
KCNH2 3.1 block: qHTS for Inhibitors of KCHN2 3.1: Mutant qHTS; U2OS KCNH2 3.1, thallium flux FluxOr; stronger effect = lower value; activity change, % (tested at about 1.8 µM); AID 720553, 2013; Potassium voltage-gated channel subfamily H member 2, brain isoform KCNH2 3.1 (human); hit rate 0.95% among 340,000;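 active means maximum activity change below -70%; inconclusive means maximum activity change from -70% to -50%; inactive means maximum activity change above -50%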;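 further: thallium influx rate constant from kinetic fluorescence after stimulation buffer; on the % scale 0 is the no-effect control and ±100 the full control effect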
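Measured as rate of thallium-driven FluxOr signal in transduced U2OS cells carrying the 3.1 channel, read kinetically for 2 min upon stimulation; values are rate constants scaled to DMSO control wells.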
Rab9 prom act: qHTS Assay for Rab9 Promoter Activators | hit rate 2.8% among 320,000 | Potency, µM (series often up to 9.22 µM), inactives show at the highest dose activation, negative = inhibition, usual class: activators | AID 485297, 2010 | Huh7 Rab9 promoter-luciferase reporter, luminescence, 24 h; further: potency means the concentration at half of the fitted maximal effect; % of control where 0% means no effect; nearly all actives have a fitted effect of over 60% in size
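Luminescence from Amplite-detected luciferase (10 minutes, ambient) reports Rab9 promoter activation. Before that, stable Rab9-luciferase Huh7 cells (1500/well, reduced-serum OP-MEM I plus 10% FBS) were exposed to compound for 24 hours at 37C.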
FBPA coupling cs: qHTS Assay for Inhibitors of Fructose-1,6-bisphosphate Aldolase from Giardia Lamblia: Coupling assay counterscreen | activity change, negative = inhibition, % at 58.2 µM, hits read low | hit rate 0.67% among 290,000 | coupling enzyme system counterscreen, AmpLite Red fluorescence; in the data active means activity change below about -30%; further: on the % scale 0 is the no-effect control and ±100 the full control effect
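Activity here indicates interference with the coupling reaction, not aldolase inhibition. Compounds at 57.5 uM final met coupling enzymes for 10 min at RT; substrate and AmpLite Red detection followed, with a 525/598 nm fluorescence read after 20 min.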
ELG1 genotoxic: qHTS screen for small molecules that induce genotoxicity in human embryonic kidney (HEK293T) cells expressing luciferase-tagged ELG1; HEK293T ELG1-luciferase reporter, luminescence, 16 h; Potency, µM (doses to about 46 µM), for inactives: at the top dose activity change, positive = activation, actives largely listed as activators; hit rate 1.3% among 330,000; further: potency means the concentration at half of the fitted maximal effect; % of control where 0% means no effect; nearly all actives have a fitted effect of over 60% in size
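Genotoxicity was scored as increased ELG1-luciferase reporter signal, measured by ONE-Glo luminescence (30 min, room temperature). Compound or vehicle exposure of the HEK293T reporter cells lasted 16 hr at 37°C.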
VP16 counter: VP16 counterscreen qHTS for inhibitors of ROR gamma transcriptional activity; Drosophila S2 Gal4-VP16 UAS-luciferase, luminescence, 20 h; Potency, µM (series often up to 53.6 µM), inactives show at the highest dose activity, negative = inhibition, hits mostly inhibitors; hit rate 3.5% among 310,000;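 further: Gal4-VP16 expression switched on by copper sulfate through the metallothionein promoter; potency means the concentration at half of the fitted maximal effect; on the % scale 0 is the no-effect control and ±100 the full control effect; nearly all actives have a fitted effect of over 50% in size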
Tb PFK block: qHTS Assay to Find Inhibitors of T. brucei phosphofructokinase | Potency, µM (titrated, usually from 57.5 µM), inactives show at the top dose activity, negative = inhibition, most hits filed as inhibitors | T. brucei PFK, ADP-Glo luminescence | AID 485367, 2010 | hit rate 0.17% among 330,000 | ATP-dependent 6-phosphofructokinase (Trypanosoma brucei brucei), O15648;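 further: potency means the concentration at half of the fitted maximal effect; 0% = uninhibited 1x PFK enzyme wells and -100% = no-enzyme wells; nearly all actives have a fitted effect of over 60% in size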
Target sequence (O15648 whole entry, looked up): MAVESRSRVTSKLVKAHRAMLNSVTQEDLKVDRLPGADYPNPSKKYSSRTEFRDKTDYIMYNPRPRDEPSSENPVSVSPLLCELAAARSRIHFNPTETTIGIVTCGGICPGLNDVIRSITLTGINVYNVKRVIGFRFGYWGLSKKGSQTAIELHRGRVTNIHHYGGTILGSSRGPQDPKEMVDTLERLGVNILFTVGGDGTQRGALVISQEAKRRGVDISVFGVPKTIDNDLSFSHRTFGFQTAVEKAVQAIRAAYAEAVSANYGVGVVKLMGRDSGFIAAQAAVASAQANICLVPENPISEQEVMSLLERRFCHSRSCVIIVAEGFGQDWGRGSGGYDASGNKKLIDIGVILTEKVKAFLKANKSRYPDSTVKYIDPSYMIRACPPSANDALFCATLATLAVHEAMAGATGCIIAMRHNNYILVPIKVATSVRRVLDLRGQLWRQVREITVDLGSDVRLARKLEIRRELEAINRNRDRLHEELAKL
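Activity is normalized to no-enzyme wells (full inhibition) and 1.25 nM enzyme wells (no inhibition). Reaction: 0.5 mM F6P, 0.1 mM ATP, 45 min RT, ADP-Glo luminescence; concentration-response curves fitted and classed by quality.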
uPA generation: qHTS for Inhibitors of Cell Surface uPA Generation. hit rate 0.31% among 330,000. Potency, µM (series often up to 38.3 µM), inactives show at the highest dose activity change, negative = inhibition, most hits filed as inhibitors. cell surface uPA generation assay, qHTS. AID 540303, 2011; active means well fitted inhibition curve with a large enough effect; inconclusive means small, poorly fitted or top-dose-only effect; inactive means no such curve, though single readings can be large or run the other way; tested in mouse RAW 264.7 cells; further: potency means the concentration at half of the fitted maximal effect; on the % scale 0 is the no-effect control and ±100 the full control effect; nearly all actives have a fitted effect of over 55% in size
FLuc counter: qHTS profiling assay for firefly luciferase inhibitor/activator using purifed enzyme and Km concentrations of substrates (counterscreen for miR-21 project) | Luciferin 4-monooxygenase (Photinus pyralis), P08659 | purified FLuc, Km substrates, luminescence inhibition | Potency, µM (highest dose often 57.5 µM), without a hit: at the top dose activity change, negative = inhibition, hits mostly inhibitors | hit rate 6.9% among 360,000 | AID 588342, 2011;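 further: potency means the concentration at half of the fitted maximal effect; plate controls were vehicle for no effect and reference inhibitor for full effect; nearly all actives have a fitted effect of over 55% in size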
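Biochemical qHTS of compounds, final roughly 60 µM downward over six points, against 10 nM purified firefly luciferase using Km concentrations of substrates (10 uM D-luciferin, 10 uM ATP) in Tris acetate pH 7.5 buffer; luminescence output.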
Active calls of the source: *; ? = inconclusive; / = no result given; [ ] = dose if it differs, or a comment. Unless noted, the call rests on the fitted dose curve; in most records, active means well fitted curve in the direction sought with a large enough effect; inconclusive means small, poorly fitted or top-dose-only effect, or another doubt; inactive means no such curve, though single readings can be large; an effect the other way counts as inactive or inconclusive.

1) CCCCOc1ccc(-c2c(C(=O)Nc3ccccc3)c(C)[nH]c(=S)c2C#N)cc1
2) Nc1cc(C(=O)c2ccccc2)ccc1N1CCOCC1
3) CCOC(=O)c1c(C)nc2c(c1-c1ccc(Cl)cc1)C(=O)CC(C)(C)C2
4) COc1cccc(-c2csc(N3CCN(C(=S)Nc4ccc(Cl)cc4)CC3)n2)c1
5) COc1cc(OC)c(OC)cc1/C=N/NC(=O)CCc1c(C)n[nH]c1C

compound no.	1	2	3	4	5
RORgamma inh	-2%	?	?	?	3%
NPC1 promoter act	2%	?	-1%	6%	3%
Giardia killer	-21	2	1	-2	6
KCNH2 3.1 block	-22	-5	-20	3	3
Rab9 prom act	-1%	25%	1%	-1%	-7%
FBPA coupling cs	-1	0	2	1	3
ELG1 genotoxic	0%	6%	-5%	-8%	-2%
VP16 counter	3%	?	6%	?	-8%
Tb PFK block	-6%	-7%	-5%	-11%	-2%
uPA generation	0%	-3%	-1%	-9%	1%
FLuc counter	?	17µM*	1%	?	2%

Reprinted from the part before: 2 entries; new compounds follow.
4) COc1cccc(-c2csc(N3CCN(C(=S)Nc4ccc(Cl)cc4)CC3)n2)c1
5) COc1cc(OC)c(OC)cc1/C=N/NC(=O)CCc1c(C)n[nH]c1C
6) COc1ccccc1NC(=O)N1CCC(NC(=O)C(Cc2ccccc2F)NC(C)=O)CC1 (stereo unspecified)
7) CC(C)(C)OC(=O)N[C@H](Cc1ccccc1)C(=O)N1CCC[C@@H]1C(=O)O
8) Cc1ccc(S(=O)(=O)N2CCC(=O)CC2)cc1
9) CCN(CC)CCCNC(=O)c1cn(C)c(=O)c2c1c1ccccc1n2C
10) Clc1cc(Cl)c(OCCCCn2cncn2)c(Cl)c1

compound no.	4	5	6	7	8	9	10
RORgamma inh	?	3%	3%	-3%	-18%	-34%	3%
NPC1 promoter act	6%	3%	-2%	-1%	3%	0%	-3%
Giardia killer	-2	6	9	-16	-25	-9	7
KCNH2 3.1 block	3	3	39	-2	-11	7	10
Rab9 prom act	-1%	-7%	0%	-8%	0%	-1%[1.84 µM]	-3%
FBPA coupling cs	1	3	0	2	1	1	4
ELG1 genotoxic	-8%	-2%	1%	0%	3%	?	0%
VP16 counter	?	-8%	-7%	7%	-3%	-1%	2%
Tb PFK block	-11%	-2%	1%	-11%	0%	-2%	-1%
uPA generation	-9%	1%	2%	-4%	4%	4%	5%
FLuc counter	?	2%	1%	1%	-4%	-1%	-2%

11) Cc1cc(N2CCN(c3ccccc3)CC2)n2ncnc2n1
12) CNC(=S)NNC(=O)CSCc1c(Cl)cccc1Cl
13) C=C(C)Cn1c(N)cc(=O)nc1SCC(=O)Nc1cccc(C(F)(F)F)c1
14) COc1cc(C2C(C#N)=C(N)N(Nc3ccccc3)C3=C2C(=O)CC(C)(C)C3)ccc1OCc1ccccc1 (stereo unspecified)
15) O=c1ccc(Cl)n[nH]1

compound no.	11	12	13	14	15
RORgamma inh	?	11µM*	34%	?	-25%
NPC1 promoter act	-5%	0%	-1%	-17%	-10%
Giardia killer	7	-9	-19	-3	2
KCNH2 3.1 block	3	-16	3	-20	-5
Rab9 prom act	-9%	-1%	0%	6%	-1%
FBPA coupling cs	3	4	0	-4	2
ELG1 genotoxic	-6%	0%	1%	-6%	0%
VP16 counter	4%	20µM*	-5%	-15%	-3%
Tb PFK block	-10%	-11%	-4%	0%	1%
uPA generation	3%	1%	5%	-5%	-5%
FLuc counter	1%	0%	-1%	4%	-2%

16) CCCCNC(=O)COc1ccccc1[N+](=O)[O-]
17) COc1cc(C=NNC(=O)c2ccccc2NS(=O)(=O)c2cccs2)cc(OC)c1O
18) O=[N+]([O-])c1ccc(Cn2cc(-c3cccc(C(F)(F)F)c3)nn2)cc1
19) Cc1ccc(S(=O)(=O)N2CCN(C(=O)c3ccc(Cl)nc3)CC2)cc1
20) COc1cc(-c2nnc(COC(=O)c3nn(CC(C)C)c(=O)c4ccccc34)o2)cc(OC)c1OC

compound no.	16	17	18	19	20
RORgamma inh	-2%	/	-15%	1%	/
NPC1 promoter act	3%	/	-2%	2%	-1%
Giardia killer	15	21	-4	3	17
KCNH2 3.1 block	-11	9	?	10	2
Rab9 prom act	26%	/	-3%	-3%	-1%
FBPA coupling cs	3	/	0	3	/
ELG1 genotoxic	?	0%	0%	1%	6%
VP16 counter	23%	/	-7%	1%	/
Tb PFK block	5%	0%	-6%	3%	1%
uPA generation	-16%	-2%	8%	-3%	1%
FLuc counter	?	/	-5%	-2%	5%

21) c1cc2c(cc1C1CCCCC1)c1c3n2CCCNC3CCC1 (stereo unspecified)
22) Oc1ccc(Br)cc1C=Nc1ccc(Cl)cc1
23) COc1cc(C2N=C(c3ccccc3)NO2)cc(Br)c1O (stereo unspecified)
24) Cc1ccc(C)c(OCCn2cc(C(=O)O)c3ccccc32)c1
25) Cc1cccc(C)c1NC1=NC(=S)N(c2ccc(N(C)C)cc2)C1(C)C

compound no.	21	22	23	24	25
RORgamma inh	?	-38%	69%	37%	14µM*
NPC1 promoter act	-5%	2%	15%	-2%	-1%
Giardia killer	-14	-8	8	-10	11
KCNH2 3.1 block	-12	7	10	3	22
Rab9 prom act	-1%	-1%	8%	3%	4%
FBPA coupling cs	3	2	0	9	0
ELG1 genotoxic	-10%	3%	9%	-4%	-5%
VP16 counter	-99%	4%	5%	-26%	?
Tb PFK block	-1%	?	-1%	-6%	16%
uPA generation	16%	-5%	-2%	-3%	-3%
FLuc counter	1%	?	?	?	-3%

26) CC(NC(=O)c1cccc(S(=O)(=O)N(C)C)c1)C1CC2CCC1C2 (stereo unspecified)
27) Cc1sc2nc(CSCC(=O)Nc3ccc(N4CCOCC4)cc3)[nH]c(=O)c2c1C
28) Nc1[nH]nc2nc(NCc3ccccc3)c3c(c12)CCN(Cc1ccccc1)C3
29) FC(F)(F)c1nc(NCc2ccccc2)c2nnn(Cc3ccccc3)c2n1
30) Cc1ccc(NC(=O)CSCC(=O)NC2(C)CCS(=O)(=O)C2)cc1 (stereo unspecified)

compound no.	26	27	28	29	30
RORgamma inh	-3%	-3%	?	8.9µM*	/
NPC1 promoter act	-4%	1%	2%	-1%	-2%
Giardia killer	-15	1	10	5	24
KCNH2 3.1 block	-19	9	/	-25	-2
Rab9 prom act	4%	-2%	3%	3%	-6%
FBPA coupling cs	0	-16	1	4	/
ELG1 genotoxic	-24%	-2%	2%	9%	2%
VP16 counter	7%	2%	-10%	-27%	/
Tb PFK block	-3%	1%	5%	0%	0%
uPA generation	-1%	0%	-13%	-1%	?
FLuc counter	0%	2%	4%	0%	1%

31) COc1ccc(C(=O)C(C)OC(=O)CNC(=O)c2ccco2)cc1 (stereo unspecified)
32) CC(=O)Cn1nnc(-c2ccc(C(F)(F)F)cc2)n1
33) O=C(CCc1ccccc1)NCCc1ccc(F)cc1
34) CC(=O)c1cccc(CN(C)CC2CCCN(CCc3ccccc3C)C2)c1 (stereo unspecified)
35) CN1CCc2c(sc(N)c2C(N)=O)C1
36) CCOC(=O)NC(=S)Nc1ccc(C(C)(C)C)cc1Br

compound no.	31	32	33	34	35	36
RORgamma inh	/	20%	12%	-30%	36%	3.5µM*
NPC1 promoter act	/	16%	0%	-3%	0%	1%
Giardia killer	?	-1	26	?	7	11
KCNH2 3.1 block	-6	-4	2	-22	-3	13
Rab9 prom act	/	17%	-2%	-4%	3%	1%
FBPA coupling cs	/	3	3	1	-33*	-1
ELG1 genotoxic	13%	11%	7%	-4%	0%	3%
VP16 counter	/	-14%	15%	-14%	1%	10µM*
Tb PFK block	0%	2%	-5%	-7%	-1%	1%
uPA generation	4%	6%	4%	-26%	/	-9%
FLuc counter	/	-25%	2%	8%	2%	?
